# Source: PubChem BioAssay
# APE1 inh = APE1 (human) endonuclease inhibition. Potency, µM (series often up to 65.8 µM), without a hit: top-dose activity change, negative = inhibition, usual class: inhibitors. P27695. recombinant APE1, TAMRA/BHQ-2 abasic DNA cleavage fluorescence. 0.35% of 350,000 active;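 note: potency is the fitted concentration of half-maximal effect; plate controls were vehicle for no effect and reference inhibitor for full effect; nearly all actives have a fitted effect of over 55% in size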
# Target sequence (P27695 whole entry, looked up): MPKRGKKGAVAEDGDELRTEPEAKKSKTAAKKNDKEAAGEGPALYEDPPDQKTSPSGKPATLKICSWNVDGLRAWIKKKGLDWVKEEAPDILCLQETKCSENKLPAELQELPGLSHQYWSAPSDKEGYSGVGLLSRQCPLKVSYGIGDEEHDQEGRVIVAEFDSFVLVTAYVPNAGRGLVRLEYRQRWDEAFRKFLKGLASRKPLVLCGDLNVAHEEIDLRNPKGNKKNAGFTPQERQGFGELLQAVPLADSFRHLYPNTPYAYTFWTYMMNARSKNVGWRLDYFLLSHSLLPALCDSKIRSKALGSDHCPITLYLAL
#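 Activity was derived from the fluorescence gain between first and third kinetic reads (60 s intervals, ex 525/em 598 nm) after 50 nM THF-abasic TAMRA/BHQ-2 duplex was added to 0.75 nM APE1 preincubated 15 min with compound.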
# 12-LOX inh = blocks human arachidonate 12S-lipoxygenase | Potency, µM (top dose mostly 108 µM), for the others: at the top dose activity change, negative = inhibition, hits mostly inhibitors | AID 1671190 | P18054 | 1.1% of 580,000 active | purified 12hLO, xylenol orange hydroperoxide absorbance; note: potency is the fitted concentration of half-maximal effect; % is set by controls: 0 for no effect and ±100 for the full control effect
#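 Purified human 12hLO (150 nM final) in 25 mM Hepes, 0.01% Triton X-100, pH 7.0 was preincubated 15 min at room temperature with compound. Then 40 uM arachidonic acid was added, 30 min. Hydroperoxide was read by Fe-XO absorbance ratio 573/405 nm.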
# ERG-DNA inh = blocks human ERG Ets domain binding to DNA. P11308. fluorescence polarization, His-ERG Ets domain / labelled DNA. Potency, µM (series often up to 76.9 µM), for inactives: top-dose FP activity, negative = inhibition, hits mostly inhibitors. 0.028% of 370,000 active; active = well fitted inhibition curve with a large enough effect in the polarisation, with a control signal flat; inconclusive = small, poorly fitted or top-dose-only effect, or effect the other way, or a change in a side signal; inactive = no such curve, though single readings can be large or run the other way; the % refers to the polarisation;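 note: polarization taken with two DNA probes labelled with fluorescein and Texas red; potency is the fitted concentration of half-maximal effect; % of control where 0% means no effect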
#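 His-tagged ERG Ets domain (1 uM in the protein solution; 300mM KCl, 50mM Tris-HCl, 1mM EDTA, 1mM DTT, pH 7.5) received compound, then a probe mix of 5 nM fluorescein-DNA and 100nM Texas-615-DNA. Fluorescence polarization was read for both dyes.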
# Pol iota inh = DNA polymerase iota (human) inhibition; 1% of 390,000 active; Potency, µM (series often up to 115 µM), for the others: at the highest dose activity, negative = inhibition, usual class: inhibitors; AID 588590; Pol iota fluorescent replication assay, 10 min; note: potency is the fitted concentration of half-maximal effect
#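 Pol iota at 10 nM preincubated 15 min with compounds at room temperature; reaction started with fluorescent substrate, 50 nM final. Fluorescence read kinetically at 0 and 10 min; buffer-only wells as negative control.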
# BLM inh = Bloom syndrome helicase (human) inhibition. P54132. recombinant BLM DNA unwinding, fluorescence dequenching. Potency, µM (top dose mostly 56.1 µM), without a hit: at the highest dose activity change, negative = inhibition, most hits filed as inhibitors. 0.2% of 350,000 active. AID 2528;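 note: potency is the fitted concentration of half-maximal effect; plate controls were vehicle for no effect and no enzyme for full effect; nearly all actives have a fitted effect of over 35% in size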
# TRHR ag = agonists of human TRH receptor. AID 493084. 0.18% of 360,000 active. P34981. TRHR cells, calcium flux fluo-8, FDSS agonist mode. activation, % at 2 µM; in the data active = activation above about 30%; note: 0% is about no effect
# Target sequence (P34981 whole entry, looked up): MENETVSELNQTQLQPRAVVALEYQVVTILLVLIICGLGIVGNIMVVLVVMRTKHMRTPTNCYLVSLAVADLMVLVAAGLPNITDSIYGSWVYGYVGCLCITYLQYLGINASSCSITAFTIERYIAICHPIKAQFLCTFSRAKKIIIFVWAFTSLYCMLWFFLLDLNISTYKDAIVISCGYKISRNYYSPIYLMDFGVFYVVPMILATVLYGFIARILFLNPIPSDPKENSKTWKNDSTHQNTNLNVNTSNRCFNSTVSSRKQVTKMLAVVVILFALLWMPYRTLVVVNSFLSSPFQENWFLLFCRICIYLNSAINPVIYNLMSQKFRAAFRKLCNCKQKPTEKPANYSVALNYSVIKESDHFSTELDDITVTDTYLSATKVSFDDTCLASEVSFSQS
#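 Fluo-8-loaded TRHR cells; 10 s baseline, compound added, kinetic Ca2+ fluorescence read 1/s, agonist mode.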
# POLB inh = DNA polymerase beta (human) inhibition. Pol beta primer extension/strand displacement, fluorescence kinetic. Potency, µM (top dose mostly 114 µM), without a hit: top-dose activity change, negative = inhibition, actives largely listed as inhibitors. 1.3% of 340,000 active; note: potency is the fitted concentration of half-maximal effect; % is set by controls: 0 for no effect and ±100 for the full control effect
#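 Human Pol beta at 10 nM; strand-displacement substrate 50 nM final. Compound exposure 15 min at room temperature before start, reaction 10 min at room temperature.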
# Pol kappa inh = DNA polymerase kappa (human) inhibition. purified Pol kappa, fluorescent DNA synthesis assay, 10 min. AID 588579. Potency, µM (highest dose often 107 µM), inactives show top-dose activity, negative = inhibition, usual class: inhibitors. Q9UBT6. 0.53% of 400,000 active; note: potency is the fitted concentration of half-maximal effect; % is set by controls: 0 for no effect and ±100 for the full control effect
#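 Inhibition of 10 nM Pol kappa is measured by a fluorescent read-out at 0 and 10 min following addition of 50 nM substrate (final), with a 15-min room-temperature compound preincubation.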
# Anesthetic bind = candidate novel general anesthetic via apoferritin binding | apoferritin/1-aminoanthracene competitive binding, fluorescence | 0.074% of 350,000 active | P02791 | Potency, µM (titrated, usually from 77.5 µM), for inactives: top-dose activity change, negative = displacement, actives largely listed as inhibitors; note: potency is the fitted concentration of half-maximal effect; % is set by controls: 0 for no effect and ±100 for the full control effect; nearly all actives have a fitted effect of over 20% in size
# Target sequence (P02791 2-175 limits assumed): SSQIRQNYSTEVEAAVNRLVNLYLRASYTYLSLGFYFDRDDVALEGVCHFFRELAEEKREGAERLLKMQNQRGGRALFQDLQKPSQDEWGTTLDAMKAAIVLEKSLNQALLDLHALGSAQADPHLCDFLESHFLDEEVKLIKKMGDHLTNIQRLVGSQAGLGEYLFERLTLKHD
#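 Read-out: endpoint 1-AMA fluorescence, excitation 380 nm and emission 535 nm, after compounds sit 10 min at room temperature with 10 uM horse-spleen apoferritin in 50% saturated 1-AMA/PBS. Values come from four-parameter Hill fits.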
# * marks the source's active call; other numbers are inactive results; ? = inconclusive; · = no result given; & = joins results of further samples; [ ] = remark or other dose. Unless noted, calls come from the whole dose curve; as a rule, active = well fitted curve in the direction sought with a large enough effect; inconclusive = small, poorly fitted or top-dose-only effect, or another doubt; inactive = no such curve, though single readings can be large; an effect the other way counts as inactive or inconclusive. An excerpt; the hit share may differ from the screen's.
# Values run as follows: APE1 inh	12-LOX inh	ERG-DNA inh	Pol iota inh	BLM inh	TRHR ag	POLB inh	Pol kappa inh	Anesthetic bind
- COc1ccc(NC(=O)CN2C(=O)C3(SCC(=O)N3c3cccc(OC)c3)c3ccccc32)cc1 (stereo not drawn)
    ·	5%	-2%	14%	-3%	-0.3	3%	3%	-11%
- CC(C)C[C@@H]1NC(=O)N(CCN2CCOCC2)C1=O
    3%	0%	1%	7%	-2%	1.0	20%	-10%	-8%
- COc1ccc(C(CNC(=O)c2oc3ccc(C)cc3c2C)N2CCCCC2)cc1 (stereo not drawn)
    -7%	-22%	-3%	-9%	-1%	0.5	32%	1%	-2%
- O=C(Cc1ccc(S(=O)(=O)N2CCOCC2)s1)NCC1CCCCC1
    -4%	1%	-4%	-17%	-9%	-0.3	?	-29%	?
- O=C(CN1CCCCCC1)Nc1cc([N+](=O)[O-])ccc1Cl
    77%[activator]	?	12%	2%	-4%	1.3	-2%	-3%	3%
- CCOc1ccccc1N1CCN(C(=O)C(F)(F)F)CC1
    -6%	·	1%	11%	0%	0.0	3%	-7%	-14%
- CC1CCC(N2CC(=O)N(Cc3ccc4c(c3)OCO4)C(c3ccc(F)cc3)C2=O)CC1 (stereo not drawn)
    1%	-23%	-3%	13%	-5%	-0.1	-2%	-12%	-9%
- COc1ccc(/C=C/C(=O)c2ccc(NC(=O)c3cccs3)cc2)cc1OC
    -10%	0%	-6%	-17%	-6%	0.4	-19%	2%	-15%
- CC1(c2ccc(Cl)cc2Cl)NC(=O)N(CC(=O)Nc2ccc3[nH]c(=O)[nH]c3c2)C1=O (stereo not drawn)
    -11%	?	-2%	-3%	·	0.4	·	-14%	·
- CCn1cc(C(=O)NCCc2ccc(C)cc2)c(=O)c2cc(S(=O)(=O)N3CCC(C)CC3)ccc21
    ·	-12%	18%	28%	-6%	0.9	9%	1%	-6%
- COc1cccc(CNS(=O)(=O)c2ccc3c(c2)CCN3C(=O)C2CC2)c1
    ?	-23%	-4%	117%[activator]	-2%	0.4	-1%	-7%	-5%
- CCOC(=O)Nc1ccc(S(=O)(=O)Nc2onc(C)c2C)cc1
    ·	39%[activator]	3%	8%	·	·	·	-8%	·
- CCOC(=O)c1c2ccc(OCC(=O)NN)cc2n2ccccc12
    4%	0%	-7%	-14%	-13%	8.7	-5%	-11%	158%[activator]
- C[C@H](NC(=O)c1ccccc1)C(=O)Nc1nc(-c2ccccn2)cs1
    -4%	-4%	6%	107%[activator]	0%	0.1	9%	3%	-2%
- CCN1CCC(=NNC(=O)c2ccc(C)c([N+](=O)[O-])c2)CC1
    ?	-29%	7%	-2%	-1%	0.0	-26%	-6%	?
- COc1ccc(Cl)cc1NC(=O)CN(C)C(=O)Cn1cnnn1
    17%	?	-20%	11%	·	·	·	-4%	·
- CCCC(=O)Nc1c(-c2ccccc2OC)c(=O)c2ccccc2n1C
    11%	?	-27%	-2%[58.9 µM]	-3%	0.4	1%	-14%	-1%
- C[C@@H](C(=O)O)[C@H]1C[C@]1(C)[C@H](NC(=O)OCc1ccccc1)c1ccccc1
    -1%&10%	6%	-4%	?	2%&4%	-0.9	1%	0%	-8%&-12%
- O=C(c1ccc2nc[nH]c2c1)N1CCN(c2cccc(C(F)(F)F)c2)CC1
    -10%	361%[activator]	7%	27%	-6%	0.5	-4%	-13%	-12%
- C[C@@H](NC(=O)CN(c1ccccc1)S(=O)(=O)N(C)C)c1ccccc1
    ·	0%	4%	19%	-1%	-0.2	-10%	0%	-5%
- COc1ccccc1CNc1nc2nc(C)c(Cl)c(C)n2n1
    ·	-23%	1%	-16%	-2%	-1.6	-150%	13%	-8%
- CCOc1ccc(C(=O)NCC(=O)N2CCN(c3ccccc3O)CC2)cc1
    -3%	-24%	0%	-4%	-8%	-1.1	57%	6%	6%
- COCCNC(=O)c1nn(-c2ccc(C)cc2)c(=O)c2c1c1ccccc1n2C
    ·	-7%	-2%	1%	-6%	0.9	17%	-9%	6%
- CC1Sc2ccc(C(=O)OCc3ccccc3Cl)cc2NC1=O (stereo not drawn)
    -2%	?	0%	1%	·	1.2	·	-3%	·
- Cc1ccc(NC(=O)Cn2c(=O)ccc3cc(S(=O)(=O)N4CCC(C)CC4)ccc32)cc1Cl
    ·	-12%	-5%	?	-4%	1.2	17%	-4%[60.1 µM]	10%
- CC(C)c1ccc(CN2CCC(Oc3ccc(C(=O)N4CCCC4)cc3)CC2)cc1
    -6%	-2%	11%	9%	-2%	0.2	22%	3%	-23%
- O=C(NC(=S)N1CCOCC1)C12CCC3CC(CC(C3)C1)C2
    -1%	-21%	10%	47%[activator]	-3%	-1.5	31%	-18%	-2%
- COc1ccc(C(=O)Nc2c(N)nc(SCC(=O)NCC3CCCO3)[nH]c2=O)cc1 (stereo not drawn)
    2%	?	-12%	116%[activator]	-5%	0.8	-1%	-11%	0%
- CC1CN(C(=O)CN2C(=O)NC3(CCCC3)C2=O)C(=Nc2cccc(S(=O)(=O)N(C)C)c2)S1 (stereo not drawn)
    0%	6%	10%	34%[activator]	·	2.4	·	-4%	·
- COC(=O)c1ccc2nc(-c3ccc4c(c3)OCO4)cn2c1
    1%	-15%	-1%	93%[activator]	-4%	-0.5	-25%	0%	-5%

# 3 entries from above, arranged by the value under POLB inh, largest number first.
# Values run as follows: APE1 inh	12-LOX inh	ERG-DNA inh	Pol iota inh	BLM inh	TRHR ag	POLB inh	Pol kappa inh	Anesthetic bind
- CC(C)C[C@@H]1NC(=O)N(CCN2CCOCC2)C1=O
    3%	0%	1%	7%	-2%	1.0	20%	-10%	-8%
- C[C@@H](C(=O)O)[C@H]1C[C@]1(C)[C@H](NC(=O)OCc1ccccc1)c1ccccc1
    -1%&10%	6%	-4%	?	2%&4%	-0.9	1%	0%	-8%&-12%
- COc1cccc(CNS(=O)(=O)c2ccc3c(c2)CCN3C(=O)C2CC2)c1
    ?	-23%	-4%	117%[activator]	-2%	0.4	-1%	-7%	-5%

# Next section:
# Values run as follows: APE1 inh	12-LOX inh	ERG-DNA inh	Pol iota inh	BLM inh	TRHR ag	POLB inh	Pol kappa inh	Anesthetic bind
- COc1ccc(CN2CCN(C(C)C(=O)NC(C)c3ccc(F)cc3)CC2)cc1F (stereo not drawn)
    -16%	-17%	-3%	27%	0%	-0.2	-20%	-7%	2%
- CCc1ccc(C(=O)NNc2ccc(F)cc2F)cc1
    -3%	?	1%	166%[activator]	-4%	0.2	-4%	-3%	-11%
- O=C(NC1CCCCC1)C(c1ccc2ncccc2c1)N(Cc1ccco1)C(=O)c1ccc2c(c1)OCCO2 (stereo not drawn)
    11%	18%	3%	17%	-6%	-0.1	14%	-6%	-9%
- COc1ccc(CNC(=O)/C=C/c2ccc(OCCCF)cc2)cc1
    22%	-3%	2%	14%	-6%	·	30%	-9%	-13%
- COc1ccccc1C1/C(=C(\O)c2ccc3c(c2)OCCO3)C(=O)C(=O)N1CCCn1ccnc1 (stereo not drawn)
    44%	0%	15%	?	-3%	0.3	9%	2%	-1%
- CCCc1nc2ccc(NC(=O)c3cccs3)cc2c(=O)n1Cc1ccc(Cl)cc1
    7%	-6%	2%	11%	0%	1.5	3%	0%	-3%
- COc1cc(/C=N/N2C(C)CCCC2C)cc(OC)c1O (stereo not drawn)
    79%[activator]	?	9%	-11%	1%	-0.8	1%	-8%	3%
- c1ccc(-c2nc(N3CCCC3)nc3ccccc23)cc1
    19%	-6%	7%	98%[activator]	-2%	-3.1	-16%	-6%	-13%
- CCOC(=O)c1c(C)[nH]c(C=O)c1Cc1cccc(Cl)c1
    -6%	?	2%	-9%	-5%	0.4	41%	-13%	-8%
- CC(C)(C)NC(=O)C1CCC(CNS(=O)(=O)c2cccc3nsnc23)CC1 (stereo not drawn)
    31%	-9%	-3%	-1%	0%	0.2	15%	-6%	-7%
- O=C(NCCCO)NC(=S)c1cccc2ccccc12
    -7%	-18%	15%	127%[activator]	-10%	0.4	6%	6%	-12%
- CN1CCN(S(=O)(=O)c2cccc(C(=O)NCCOc3ccccc3)c2)CC1
    9%	-16%	-4%	11%	·	0.2	·	7%	·
- COc1ccc(CCNC(=O)c2c(O)nc3c(C)cccn3c2=O)cc1OC
    ·	-17%	-8%	-12%	-8%	-0.2	49%	14%	3%
- CCC1CCCCN1CCNC(=O)c1[nH]c(C)c(C(C)=O)c1C (stereo not drawn)
    0%	0%	-11%	18%	1%	1.6	22%	-7%	-10%
- CCOc1ccc(S(=O)(=O)N(C)CC(=O)NCc2ccccn2)cc1
    -5%[12.4 µM]	-14%	-9%	116%[activator]	-1%	-0.2	22%	11%	0%
- COc1ccc2cc(C(=O)NCC3CCCO3)[nH]c2c1 (stereo not drawn)
    14%	-1%&-12%	4%	63%[activator]	-3%	-0.2	0%	-15%	-4%

# Single entries from above:
# Under POLB inh, CC1CCC(N2CC(=O)N(Cc3ccc4c(c3)OCO4)C(c3ccc(F)cc3)C2=O)CC1 (stereo not drawn) has the entry -2%
# Under ERG-DNA inh, CCCc1nc2ccc(NC(=O)c3cccs3)cc2c(=O)n1Cc1ccc(Cl)cc1 has the entry 2%
# Under Pol iota inh, O=C(Cc1ccc(S(=O)(=O)N2CCOCC2)s1)NCC1CCCCC1 has the entry -17%
# Under ERG-DNA inh, O=C(NCCCO)NC(=S)c1cccc2ccccc12 has the entry 15%
# Under ERG-DNA inh, COc1ccc(CCNC(=O)c2c(O)nc3c(C)cccn3c2=O)cc1OC has the entry -8%
# Under ERG-DNA inh, C[C@@H](NC(=O)CN(c1ccccc1)S(=O)(=O)N(C)C)c1ccccc1 has the entry 4%
# Under Anesthetic bind, CCOc1ccc(C(=O)NCC(=O)N2CCN(c3ccccc3O)CC2)cc1 has the entry 6%
